Compound activity deposited in PubChem by The Scripps Research Institute Molecular Screening Center.
TAAR1 antagonist – antagonists of human TAAR1. Q96RJ0. CHO RD-HGA16 TAAR1, Fluo-8 calcium fluorescence, antagonist. inhibition, % at 3 µM. 1.5% of 360,000 active. AID 624466;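 active = inhibition above a per-plate cutoff, the mean inhibition of test compounds on that plate plus 3 SD, cut at about 49% in these data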;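 also: 0% = DMSO plus EC80 beta-PEA response and 100% = DMSO alone without agonist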
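Test system – hTAAR1-expressing CHO RD-HGA16 cells, Gα16-coupled · Also added – β-PEA at EC80 concentration, post-compound challenge · Compound – 3 µM, single point · Incubation – dye loading 75 min at 37 °C, then 30 min room temperature · Measured by – Fluo-8 intracellular calcium dye fluorescence, real-time kinetic reads · Benchmarks – vehicle and agonist controls · Replicates – singlicate, one well per test compound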
CHRM1 agonist – human M1 muscarinic receptor agonism | P11229 | CHO-K1 hM1, Fluo-8 calcium fluorescence, agonist mode; 0% DMSO, 100% acetylcholine EC100 | activation, % at 3 µM | 0.33% of 360,000 active | AID 588814;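 active = activation above the run's mean compound activation plus 3 SD, cut at about 16% in these data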;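 also: peak over basal fluorescence ratio within a 140 s kinetic read after compound addition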
Target sequence (P11229 whole entry, looked up): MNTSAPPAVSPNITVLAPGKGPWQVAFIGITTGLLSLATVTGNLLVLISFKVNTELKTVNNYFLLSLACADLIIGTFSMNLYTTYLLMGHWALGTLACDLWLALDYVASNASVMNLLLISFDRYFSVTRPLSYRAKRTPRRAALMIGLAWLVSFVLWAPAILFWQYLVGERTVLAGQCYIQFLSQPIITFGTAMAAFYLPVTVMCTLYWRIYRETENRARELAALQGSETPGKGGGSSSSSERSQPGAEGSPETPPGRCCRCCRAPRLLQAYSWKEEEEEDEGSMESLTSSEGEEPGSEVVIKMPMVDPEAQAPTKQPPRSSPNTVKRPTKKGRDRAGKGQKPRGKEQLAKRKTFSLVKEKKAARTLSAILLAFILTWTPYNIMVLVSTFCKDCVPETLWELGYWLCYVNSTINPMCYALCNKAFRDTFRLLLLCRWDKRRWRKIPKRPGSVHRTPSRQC
CHRM1 antagonist – blocks human M1 muscarinic receptor | P11229 | CHO-K1 hM1, Fluo-8 calcium fluorescence, ACh EC80 antagonist | inhibition, % at 3 µM | 1.3% of 360,000 active;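 active = percent inhibition above its own plate's cutoff, namely the mean of that plate's compound wells plus 3 SD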;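 also: peak over basal fluorescence ratio during 140 s after agonist addition; 0% = ACh EC80 plus DMSO and 100% = DMSO alone without agonist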
TAAR1 ag – agonists of human TAAR1. activation, % at 3 µM. CHO RD-HGA16 TAAR1, Fluo-8 calcium fluorescence; vehicle wells 0%, saturating PEA agonist 100%. 0.99% of 360,000 active. AID 624467;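 active = activation above the mean activation of all test compounds in the run plus 3 SD, cut at about 38% in these data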
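Test system: RD-HGA16 (CHO) cells co-expressing Gα16 and hTAAR1 / Benchmarks: DMSO vehicle as 0%, PEA at EC100 as 100% / Repeats: no replicates (n 1) / Measure: % activation from peak over basal fluorescence ratio, DMSO-to-PEA scaled / Timing: 17-24 h plating, Fluo-8 75 min 37 °C, 30 min RT / Technique: kinetic Fluo-8 calcium fluorescence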
OXTR ag – agonists of human oxytocin receptor; CHO-OTR cells, Fluo-8 calcium fluorescence; normalized: DMSO 0%, oxytocin 100%; 0.32% of 320,000 active; AID 2435; activation, % at 3 µM; P30559;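 active = activation above the mean of all tested compounds plus 3 SD, cutoff set per screening run, cut at about 20% in these data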;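 also: peak over basal fluorescence ratio from a 100 s FLIPR kinetic read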
Target sequence (P30559 whole entry, looked up): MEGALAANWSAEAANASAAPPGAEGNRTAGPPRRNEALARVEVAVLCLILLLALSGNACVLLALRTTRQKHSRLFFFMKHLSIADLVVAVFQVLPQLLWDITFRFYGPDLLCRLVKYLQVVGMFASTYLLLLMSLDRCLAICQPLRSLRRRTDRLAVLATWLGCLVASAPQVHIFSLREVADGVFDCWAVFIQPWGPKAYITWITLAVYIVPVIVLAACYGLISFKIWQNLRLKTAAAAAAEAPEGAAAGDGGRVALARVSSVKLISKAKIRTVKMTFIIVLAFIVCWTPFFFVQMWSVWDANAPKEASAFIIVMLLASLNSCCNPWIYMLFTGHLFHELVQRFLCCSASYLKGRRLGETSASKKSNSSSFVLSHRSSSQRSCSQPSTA
CHO parental Ca – counter-screen for OX1R antagonists: effect in parental CHO cells; parental CHO-K1, ATP-induced calcium, Fluo-8 fluorescence; inhibition, % at 5.6 µM; 0.63% of 330,000 active; AID 463079;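 active = inhibition above that plate's mean sample inhibition plus 3 SD, cut at about 26% in these data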;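 also: 0% = ATP-challenged DMSO wells and 100% = DMSO wells without ATP; some compounds past the cut are filed as inactive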
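Measured by: calcium-sensitive Fluo-8 fluorescence / Test system: CHO parental line / Controls: ATP-challenged DMSO wells low, unchallenged DMSO wells high / Measure: % inhibition / Compound: single nominal dose of 5.6 µM per compound / Replicates: single well per compound, no replicates / Reagent: ATP as calcium-mobilizing challenge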
CHRM1 PAM – human CHRM1 positive allosteric modulation; P11229; CHO-K1 hM1, Fluo-8 calcium fluorescence, ACh EC20; 0% = ACh EC20, 100% = maximal ACh; activation, % at 3 µM; 0.088% of 360,000 active; in the data active = activation above about 19%, passing the limit was not always enough
OXTR potentiator – potentiates the human oxytocin receptor response. CHO-OTR cells, Fluo-8 calcium fluorescence, potentiator mode; 0% = oxytocin EC15, 100% = EC100. activation, % at 3 µM. 0.061% of 320,000 active. AID 2445;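 active = activation above that plate's cutoff, the mean activation of tested compounds plus 3 SD, cut at about 6.6% in these data, passing the limit was not always enough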;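 also: 100% uses oxytocin at 75 nM as the full agonist control; some results filed as inactive read as strong as hits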
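assay system = CHO-OTR cells, human receptor | schedule = compound 6 min at room temperature before oxytocin, 100 s read | detection = Fluo-8 intracellular calcium fluorescence, ex 470-495, em 515-575 nm | evaluation = normalized max/min fluorescence ratio, % activation | control set = EC15 oxytocin alone as 0%, 75 nM oxytocin (EC100) as 100%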
V1R ag counter – activates human V1a receptor in oxytocin agonist counter-screen | P37288 | 0.25% of 320,000 active | activation, % at 3 µM | CHO-V1R cells, Fluo-8 calcium fluorescence, agonist mode; 0% DMSO, 100% 3 nM vasopressin;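 active = activation above the mean activation of all tested compounds plus 3 SD, per screening run, cut at about 20% in these data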;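 also: signal is peak over basal fluorescence ratio across a 100 second FLIPR read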
An asterisk follows results filed as active; x = no result given.

Order of values: OXTR potentiator	TAAR1 antagonist	OXTR ag	TAAR1 ag	V1R ag counter	CHRM1 agonist	CHRM1 PAM	CHRM1 antagonist	CHO parental Ca
(1) CCc1nc2c(OCc3ccc(C(=O)N(C)C)cc3)cccn2c1N(C)C(=O)c1ccc(C)cc1
  x	-8	x	1	x	-7	-1	-9	x
(2) Cc1ccc(S(=O)(=O)CCSc2ccc(C(F)(F)F)cn2)cc1
  -4	-26	-2.7	-1	1.3	-4	3	-6	-4
(3) COc1ccccc1C(=O)Nc1ccccc1C(=O)NC1CCCCC1
  -4	-9	-1.3	1	-1.1	2	14	-5	-30
(4) O=C1CC(C(=O)Nc2nccs2)C(c2ccccc2)O1 (configuration not stated)
  3	11	0.3	5	-0.2	-1	8	-5	-6
(5) Cc1cc(C)c2c(-n3cccc3)c(C(=O)NNS(=O)(=O)c3ccc(Br)cc3)sc2n1
  -12	-3	-2.6	4	-0.8	-5	2	-11	6
(6) Cc1cc(NC(=O)CS(=O)(=O)c2cn(Cc3cccc(C(F)(F)F)c3)c3ccccc23)no1
  x	33	x	3	x	18*	7	-8	x
(7) COc1ccc(S(=O)(=O)N2CCCCCC2)cc1NC(=O)CN(C)Cc1ccc2c(c1)OCO2
  0	34	-0.2	6	0.5	-8	-5	5	20
(8) Cc1ccc2nc(C3CCN(CC(=O)Nc4ccc5c(c4)OCCO5)CC3)[nH]c2c1
  -8	15	-1.1	4	-1.2	-8	8	-12	-25
(9) COc1ccc(CNc2nc3ccccc3n2C)c(OC)c1
  1	2	3.5	3	3.6	-7	-9	24	-14
(10) CCS(=O)(=O)CCSc1nc2ccccc2o1
  -1	-2	1.2	4	0.8	-1	8	-25	-3
(11) O=C(CN(CC(=O)N1CCOCC1)S(=O)(=O)c1ccc(Br)s1)N1CCOCC1
  -4	-14	1.0	0	0.2	0	6	6	-2
(12) CCc1ccccc1NC(=O)NCc1ccc2c(c1)OCO2
  0	-15	-0.6	-1	1.2	-5	1	0	-4
(13) COc1ccc(OC(=O)Cc2cccc3ccccc23)cc1
  -6	0	-1.6	-2	0.7	-3	2	6	-5
(14) COCCNC(=S)N1CCc2cc(OC)c(OC)cc2C1c1cccs1 (configuration not stated)
  3	-6	-0.1	1	0.9	-3	-6	21	-7
(15) CC(=O)Nc1ccc2c(c1)nc(C)n2Cc1ccccc1
  4	8	0.6	3	0.1	-2	-4	2	-1
(16) CN(Cc1ccc(Cl)cc1Cl)C(=O)c1cccc(S(=O)(=O)NCc2ccccc2)c1
  x	25	x	2	x	-3	-5	10	x
(17) COCCn1c(-c2ccc(OC)cc2)nc2ccccc21
  -13	6	-1.0	1	4.2	-4	6	-7	-14
(18) CC(=O)Nc1ccc(OCC(O)Cn2nc(C)nc2C)cc1 (configuration not stated)
  -2	-7	0.1	1	0.9	-2	-6	9	0
(19) COc1nc(=O)n(C2C=CC(=O)O2)cc1F (configuration not stated)
  x	-22	x	4	x	-2	9	-10	x
(20) COC(=O)c1sc2nc(SCC(=O)N(C)c3ccccc3)n(N)c(=O)c2c1C
  -19	-31	0.2	13	-0.1	-5	8	-7	1

Shown as a hit in CHRM1 agonist (from the list above):
cpd	SMILES	TAAR1 antagonist	TAAR1 ag	CHRM1 agonist	CHRM1 PAM	CHRM1 antagonist
6	Cc1cc(NC(=O)CS(=O)(=O)c2cn(Cc3cccc(C(F)(F)F)c3)c3ccccc23)no1	33	3	18*	7	-8

The results go on.
Order of values: OXTR potentiator	TAAR1 antagonist	OXTR ag	TAAR1 ag	V1R ag counter	CHRM1 agonist	CHRM1 PAM	CHRM1 antagonist	CHO parental Ca
(21) O=C(Nc1ccccc1F)Nc1ccccc1F
  -1	-7	-2.2	3	1.4	-10	10	-6	-13
(22) CCSc1nnc(NC(=O)CSc2c(Cl)cccc2Cl)s1
  -9	28	-1.8	12	-1.7	-6	-6	-15	-27
(23) CCn1nc(C)c(CNC(=O)c2cc(COc3cncc(Cl)c3)on2)c1C
  -2	10	1.5	0	3.7	1	5	-1	-27
(24) CN(CCCCCCN(C)Cc1ccccc1O)Cc1ccccc1O
  -9	-16	0.8	2	-0.9	-8	12	-16	-12
(25) COC(=O)c1cn(NC(=O)Cc2cccc(C(F)(F)F)c2)c(=O)c2ccccc12
  1	-20	-1.5	3	-0.2	-6	-1	7	2
(26) CC(C)CNC(=S)NC1CC2CCCC(C1)N2Cc1ccco1 (configuration not stated)
  -5	-10	-0.1	-3	-0.3	-15	-7	8	-9
(27) CCOc1ccc(C2=Nn3c(nnc3-c3ccccc3)SC2)cc1Cl
  -6	8	1.2	1	0.8	-4	2	4	-15
(28) Cc1ccc(N(Cc2ccccc2)C(=O)c2cccc(F)c2)cc1
  x	-27	x	-2	x	-5	-2	-2	x
(29) COc1ccc(-c2cc(C#N)nc(Cl)n2)cc1
  -1	-10	-1.9	-3	-1.5	-7	-1	0	-9
(30) N#Cc1cccc(S(=O)(=O)NCC(=O)NCc2ccc3c(c2)OCO3)c1
  -1	-2	0.2	0	0.0	-2	4	-2	-19
(31) Cc1ccccc1N1CC(C(=O)Nc2ccc(S(=O)(=O)N3CCCCC3)cc2)CC1=O (configuration not stated)
  2	4	0.9	2	1.2	-4	0	4	-3
(32) Cn1c(CNC(=O)c2ccc3c(c2)OCO3)nnc1SCC(=O)Nc1ccc(F)cc1
  -2	-17	-1.3	0	-1.0	-9	3	0	-7
(33) Cc1noc2ncnc(Oc3ccc(C(C)(C)C)cc3)c12
  -4	26	-2.6	1	-0.7	-3	-4	7	-10
(34) O=C(N/N=C/c1ccc[nH]1)c1ccccc1OCc1ccc(F)cc1
  -3	-6	-0.3	-1	-1.1	-5	5	-13	-29
(35) Cn1c(C(=O)NCc2cccnc2)cc2sccc21
  -1	7	0.1	7	-0.1	-6	-2	14	-7
(36) CCc1ccc(-c2ccc3nnc(SC)n3n2)cc1
  -6	-29	-2.9	0	-1.1	-6	-1	-4	7
(37) COC(=O)Cn1ncc(N2CC(C)OC(C)C2)c(Cl)c1=O (configuration not stated)
  -10	6	0.3	-2	-0.4	-2	7	-10	1
(38) O=C(Cc1c(F)cccc1Cl)Nc1cccc(S(=O)(=O)NC2=NCCCCC2)c1
  -15	-23	-0.8	2	-0.3	-3	2	7	-14
(39) O=C(NNC(=O)c1cc(C(F)(F)F)cc(C(F)(F)F)c1)c1ccc(Cl)cc1
  -14	-16	-1.9	1	2.1	-1	7	-8	-9
(40) Cc1ccc2ccc3ccc(C)nc3c2n1
  -3	0	0.0	3	0.0	-5	-9	2	-12
(41) Cc1ccc(SCC(=O)NC2CCS(=O)(=O)C2)cc1 (configuration not stated)
  7	-17	1.0	6	1.1	-6	11	-3	17
(42) CN(C)CCCN=C(NO)c1ccc(Cl)cc1Cl
  3	-18	-0.1	7	1.1	50*	-6	8	-16
(43) COc1ccc(-c2n[nH]c(C)c2-c2ccc(OC)c(OC)c2)c(O)c1
  -23	-19	3.6	28	4.4	14	11	-4	-5
(44) O=C(CSc1ccc(Br)cc1)NCC1(N2CCCCC2)CCCCC1
  x	-4	x	1	x	-7	-3	4	x
(45) O=c1[nH]c(N2CCOCC2)nc2ccccc12
  1	-9	1.4	2	1.1	-1	5	-18	-7
(46) COc1ccc(/C=C/C(=O)OCC(=O)Nc2ccc(Cl)cc2F)cc1S(=O)(=O)N1CCOCC1
  -13	-7	2.4	2	2.2	-6	6	-10	5
(47) COc1ccc(C2=NN(C(=O)C(O)c3ccccc3)C(O)(C(F)(F)F)C2)cc1 (configuration not stated)
  -10	-15	-2.0	2	0.6	-3	6	-8	-13
(48) CN=C(c1ccccc1)c1c(C)cccc1C
  -3	-4	-0.7	-2	0.6	-6	-7	23	1
(49) Cc1occc1C(=O)Nc1ccc(OCc2ccccc2)cc1
  -17	16	-1.6	-2	-2.1	-3	9	-1	2
(50) CCO[C@@H]1OC(C(=O)N2CCN(C)CC2)=C[C@H](c2csc3ccccc23)[C@H]1CCCO
  -6	6	0.7	3	0.5	-3	9	-13	-12
(51) Cc1cc(C)n(CCNC(=O)c2ccc3c(c2)OCO3)n1
  -9	11	0.1	4	-0.5	-8	2	-5	3
(52) CN1N=C(N)c2cn(C3OC(COP(=O)(O)O)C(O)C3O)c3ncnc1c23 (configuration not stated)
  x	-8	x	2	x	-1	12	-22	x
(53) O=C(O)COc1ccc(Nc2ccccc2)cc1
  -3	-4	-0.3	2	-0.1	-6	7	-2	-5
(54) COC(=O)c1[nH]c2ccc(C)cc2c1NC(=O)CN1CCC(C)CC1
  -7	3	-1.2	10	-1.0	-6	-3	2	-6
(55) O=C(Cc1ccc(Cl)cc1)NNC(=O)c1cnccn1
  -6	-1	-1.2	-1	0.8	-7	3	-13	12
(56) Cc1ccc(S(=O)(=O)N2CCC(=O)N(C(COCc3ccc(Cl)cc3Cl)Cc3ccccc3)CC2)cc1 (configuration not stated)
  -8	10	-0.5	3	0.2	-3	8	-15	-26
(57) COc1ccc(C(C(=O)NC2CCCCC2)N(C(=O)c2sc(C)nc2C)c2ccc(C(C)=O)cc2)cc1 (configuration not stated)
  0	-8	-1.9	0	-0.6	-6	5	-4	-16
(58) CCN(CC)C(=O)c1ccc(NS(=O)(=O)c2ccccc2)cc1
  -13	-14	3.7	13	4.0	-2	2	0	-1
(59) CCOc1ccc(-c2nnc(SCC(=O)N3CCOCC3)o2)cc1
  -12	-1	0.0	-1	0.9	0	5	-41	-4
(60) Nc1c(N(CCCO)C(=O)C2CCCC2)c(=O)[nH]c(=O)n1Cc1ccccc1
  -2	20	0.1	4	-0.1	1	8	-4	-1
(61) Cc1ccc(NS(=O)(=O)c2c(C)[nH]c(=O)[nH]c2=O)cc1C
  0	1	0.2	0	-0.8	-2	7	-33	-6
(62) CC(=O)N1CCC(C(=O)NCCOc2cccc(C)c2)CC1
  3	0	1.5	-2	-0.1	12	14	0	10
(63) O=C(CN1C(=O)NC2(CCCCC2)C1=O)N1CCN(c2ncccn2)CC1
  -10	15	0.4	7	-0.1	-5	2	-4	-6
(64) CN(C)CCn1c2c(c(SCC(=O)NCc3ccccc3)nc1=O)CCCC2
  -5	-3	-1.1	0	-1.2	-6	8	-6	-11
(65) O=C(OCC(=O)N(C1CCCCC1)C1CCCCC1)c1ccc(Cl)nc1
  4	11	-1.3	-1	2.6	0	24*	-22	-16
(66) CCCCCC(=O)NC(=S)Nc1ccc(N2CCOCC2)cc1
  -11	-1	3.7	12	7.9	-3	-9	8	-11
(67) Cc1sc2nc(-c3ccc(Br)cc3)oc(=O)c2c1C
  -11	x	-0.1	x	1.7	3	11	-9	-5
